Bioassay records (PubChem)
AID2073 – inhibitors of Mint1-CaV2.2 protein interaction, biochemical, HTRF (AID 2073) | Voltage-dependent N-type calcium channel subunit alpha-1B (Homo sapiens) | HTRF protein-protein interaction, Mint1-CaV2.2; higher % means a stronger effect | one-dose inhibition, % at 20 µM; IC50 in µM for titrated hits | actives 0.19% (n = 290,000); in the data active = inhibition mostly above about 51%, no sharp cut-off; inconclusive = no clear call, values can overlap the other calls; inactive = mostly below about 53%; also: some results filed as inactive read as strong as hits
KOR beta-arrestin-1 – KOR agonists, beta-arrestin recruitment, primary screen, cell-based, luminescence, uHTS (AID 1777); Kappa-type opioid receptor (Homo sapiens); KOR beta-arrestin recruitment, luminescence; higher % means a stronger effect; one-dose activation, % at 10 µM; EC50 in µM for titrated hits; actives 0.02% (n = 280,000); in the data active = activation above about 50%, passing the limit was not always enough; also: a part of the inactive calls stands beside numbers as strong as those of hits
GPR55 antagonists – GPR55 antagonists blocking LPI-driven arrestin recruitment, primary screen, imaging, U2OS, beta-arrestin-GFP, LPI agonist (AID 2013). actives 0.13% (n = 290,000). inhibition, % at 10 µM; hits with a dose series show IC50 in µM. U2OS GPR55 beta-arrestin-GFP translocation imaging, LPI antagonism; higher % means a stronger effect;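 active = spots per cell inhibited over 60%, with over 100 cells counted and total cytoplasm intensity under 500,000; inconclusive = wells with under 100 cells, flagged as likely toxic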;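 also: U2OS cells stably carrying GPR55 and arrestin-GFP stimulated by 5 µM LPI near EC80; imaged beta-arrestin-GFP aggregate spots per cell after agonist stimulation; plate controls were LPI-stimulated DMSO wells for no effect and DMSO wells without LPI for full effect; some results filed as inactive read as strong as hits; confirmed hits need IC50 under 10 µM and bright autofluorescent wells are also inconclusive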
HIV fusion peptide – inhibitors of HIV fusion peptide binding, primary screen, biochemical, uHTS, fluorescence dequenching (AID 1986); actives 0.3% (n = 290,000); inhibition, % at 20 µM, or IC50 in µM where a hit was titrated; cell-free peptide binding, fluorescence dequenching, 30 min; higher % means a stronger effect; in the data active = inhibition mostly above about 52%, no sharp cut-off; inactive = mostly below about 76%; also: some results filed as inactive read as strong as hits
GPR55 beta-arrestin – GPR55 agonists via beta-arrestin recruitment, primary screen, imaging, U2OS cells, beta-arrestin-GFP redistribution (AID 1961). G-protein coupled receptor 55 (Homo sapiens). U2OS GPR55 beta-arrestin-GFP redistribution imaging; higher % means a stronger effect. one-dose activation, % at 10 µM; EC50 in µM for titrated hits. actives 0.048% (n = 290,000);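 active = activation above 40% with more than 50 cells counted in the well; inconclusive = wells holding fewer than 50 cells, flagged as toxic or sparse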;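 also: U2OS osteosarcoma cells stably expressing GPR55 and beta-arrestin-GFP; plate controls were DMSO negative control for no effect and LPI positive control for full effect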
Siah-1 displacement – Siah-1 peptide-binding antagonists, primary screen, biochemical, fluorescence polarization, rhodamine-plectin, uHTS (AID 1817). E3 ubiquitin-protein ligase SIAH1 (Homo sapiens). Siah-1 / rhodamine-plectin peptide fluorescence polarization; higher % means a stronger effect. displacement, % at 20 µM, or IC50 in µM where a hit was titrated. actives 0.02% (n = 290,000);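 active = displacement of at least 50% at 20 µM, with a fluorescence ratio check between 0.3 and a set limit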;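 also: plate controls were Siah plus tracer with DMSO for no effect and tracer alone without Siah for full effect; strong numbers were not always called active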
KOR beta-arrestin-2 – KOR antagonists, beta-arrestin recruitment, cell-based, luminescence, uHTS (AID 1778); Kappa-type opioid receptor (Homo sapiens); inhibition, % at 10 µM; hits with a dose series show IC50 in µM; KOR beta-arrestin recruitment, luminescence, antagonist mode; higher % means a stronger effect; actives 0.091% (n = 290,000); in the data active = inhibition above about 50%; also: strong numbers were not always called active
GPR35 arrestin U2OS – GPR35 antagonists blocking zaprinast-driven arrestin recruitment, primary screen, imaging, U2OS, beta-arrestin-GFP, zaprinast agonist (AID 2058). G-protein coupled receptor 35 (Homo sapiens). U2OS GPR35 beta-arrestin-GFP translocation imaging, zaprinast antagonism; higher % means a stronger effect. inhibition, % at 10 µM; hits with a dose series show IC50 in µM. actives 0.052% (n = 290,000);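 active = inhibition of at least 50% with at least 30 cells and total cytoplasm GFP at most 10,000,000; inconclusive = under 30 cells or total GFP of 10,000,000 plus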
NOD1 inhibition – NOD1 signaling inhibitors, primary screen, cell-based, luminescence, uHTS (AID 1578). NOD1-driven NF-kB luciferase reporter cells, luminescence; higher % means a stronger effect. inhibition, % at 4 µM; hits with a dose series show EC50 in µM. actives 1% (n = 290,000); in the data active = inhibition mostly above about 36%, no sharp cut-off; inactive = mostly below about 34%;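 also: HEK-293T reporter cells stimulated with the NOD1 agonist gamma-tri-DAP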
Active calls of the source: *; ? = inconclusive; / = no result given; [ ] = dose if it differs, or a comment.

item | mol | NOD1 inhibition | GPR55 beta-arrestin | KOR beta-arrestin-2 | Siah-1 displacement | AID2073 | GPR55 antagonists | HIV fusion peptide | KOR beta-arrestin-1 | GPR35 arrestin U2OS
1 | O=C(N/N=C/c1c(O)n(C2CC2)c(=S)[nH]c1=O)c1ccccc1O | -16% | -0.2% | 31% | 1% | 0% | 14% | 34% | -3.5% | 6%
2 | C[C@]12CCC(=O)C=C1CC[C@@H]1C2[C@H](O)C[C@]2(C)C(=O)CCC12 (stereo partly drawn) | -4% | 0.2% | -25% | 5% | -3% | 8% | 1.1% | -2.9% | -4%
3 | N=c1sc2c(n1Cc1ccccc1)CCCC2 | -17% | -0.2% | 13% | -2% | -2% | 22% | -3.1% | -3.8% | 21%
4 | C=C(CO)CC1CC(O)[C@]2(C)OC3CC4OC5C[C@]6(C)O[C@]7(C)CCC8OC9C[C@]%10(C)OC%11C(C)=CC(=O)OC%11CC%10OC9C[C@@H](C)C8OC7CC6O[C@]5(C)C/C=C\C4OC3CC2O1 (stereo partly drawn) | -6% | -0.2% | 10% | 5% | 12% | -1% | 2.9% | / | 7%
5 | Cc1cc(C(=O)CS(=O)c2ccc(F)cc2)cc(C)c1OC(=O)N(C)C (stereo not drawn) | -33% | 0.7% | 2% | 6% | 0% | 4% | 0.5% | -2.5% | 0%
6 | O=C1NC(=O)N(Cc2ccc(F)cc2)C(=O)/C1=C\c1ccc([N+](=O)[O-])s1 | -2% | -0.3% | -8% | 18% | 19% | 2% | 44% | 2.2% | 10%
7 | O=C(c1ccco1)C12CN3CN(CN(C3)C1)C2 | -30% | -0.1% | 25% | 10% | 11% | -8% | 3.9% | 2.2% | 10%
8 | COc1ccc(CNCCc2ccccc2F)c(OC)c1C | -3% | 0.9% | -39%[20 µM] | 5% | 0% | -1% | 1.3% | 7.6% | -5%
9 | Cc1cc(C=C2C(=O)NC(=O)NC2=O)c(C)n1-c1ccc2c(c1)OCO2 | 55% | -0.2% | 31% | 12% | 17% | 11% | 27% | -2.6% | -8%
10 | O=C(CCN1CCOCC1)NCC(=O)Nc1ccc(Br)cc1C(=O)c1ccccc1 | -26% | 0.3% | -6% | -3% | 4% | -6% | 0.0% | 3.4% | 8%
11 | COc1cccc(CNCCc2cccc(F)c2)c1OC | -39% | 0.6% | -29%[20 µM] | -2% | 4% | -12% | -1.1% | -4.8% | -4%
12 | CC(CCc1ccccc1)NC(C)C(O)c1ccc(O)cc1 (stereo not drawn) | -36% | -0.1% | -37% | -2% | -3% | -2% | 2.3% | 4.2% | -3%
13 | NC(CC(=O)O)C1CCCCC1 (stereo not drawn) | -37% | 0.3% | -9% | -2% | -5% | 6% | 0.4% | 2.6% | -7%
14 | NC(Cc1ccccc1)Cc1ccccc1 | -34% | 0.1% | -7% | 22% | -16% | 10% | 0.3% | 0.8% | -2%
15 | COP(=O)(OC)C(NS(=O)(=O)c1ccccc1)C(Cl)(Cl)Cl (stereo not drawn) | -11% | -0.1% | -2%[20 µM] | 3% | 23% | 8% | -1.0% | / | 18%
16 | CCN(CC)C(=O)c1ccc(NC(=O)c2cccc(F)c2)cc1 | -29% | -0.1% | -4% | 3% | -3% | -2% | 2.2% | -2.7% | 4%
17 | O=C(CCc1nnc2ccc(NCc3ccc(F)cc3)nn12)N1CCC2(CC1)OCCO2 | 4% | -0.2% | -28% | 3% | 7% | 0% | -1.0% | 2.2% | -7%
18 | CSc1ccc(C(=O)C2CCCN(Cc3cc4ccccc4[nH]3)C2)cc1 (stereo not drawn) | -27% | 0.3% | -22% | 4% | 9% | 15% | -0.9% | -0.2% | -2%
19 | O=S1(=O)CCN(CCc2c[nH]c3ccccc23)CC1 | -13% | -0.3% | 7% | -1% | 9% | 5% | 0.5% | -2.6% | -9%
20 | CC[n+]1c(SC)ccc2cc(OC)ccc21 | -6% | -0.3% | -7% | 2% | 4% | 6% | 2.8% | 0.7% | -5%
21 | CC1CCC(NCC(O)c2ccccc2)CC1 (stereo not drawn) | 1% | -0.1% | 8% | 0% | -7% | 0% | -0.3% | -5.9% | 4%
22 | COc1ccc(N2C(=O)NC(=O)/C(=C/c3ccc4c(c3)Cc3ccccc3-4)C2=O)cc1 | -46% | -0.4% | -4% | 0% | 10% | 4% | 17% | 5.0% | 6%
23 | COc1ccc(CNCCc2ccc(Cl)cc2Cl)cc1 | 2% | 0.3% | -22% | 5% | 6% | 4% | 2.9% | -0.2% | 11%
24 | O=C(CCl)N1c2ccccc2SCC1c1ccccc1 (stereo not drawn) | 11µM* | -0.4% | -13% | -3% | 4% | 7% | -1.3% | 4.2% | 5%
25 | O=c1[nH]c(=O)n(CCc2ccc(F)cc2)c(O)c1C=NCCCN1CCOCC1 | 8% | 0.3% | 8% | 1% | -8% | 17% | -2.6% | -0.2% | -2%
26 | O=c1cccc2n1CC1CC2CN(Cc2c(F)cccc2Cl)C1 (stereo not drawn) | -7% | -0.3% | 12% | 6% | -3% | 20% | -1.0% | -5.8% | 11%
27 | CCOP(=O)(OCC)C(NC(=O)CC(C)C)C(Cl)(Cl)Cl (stereo not drawn) | -54% | -0.1% | -25%[20 µM] | -1% | 5% | -6% | 0.1% | -1.1% | -13%
28 | N=Cc1c(O)n(-c2cccc(Cl)c2)c(=O)[nH]c1=O | -11% | 0.2% | 19% | 6% | -4% | 1% | 1.6% | -0.5% | -4%
29 | C[C@H]1CC[C@H]2NCCN[C@H]2C1 | 7% | -0.1% | 5% | -4% | 4% | -10% | -0.2% | 4.0% | -15%
30 | O=C(COc1ccccc1)N1CCN(C2CCCC2)CC1 | -4% | -0.6% | -6% | 4% | ? | -2% | 0.4% | 4.4% | 4%

Sorted by number of heavy atoms (rising): part of the list above.
item | mol | NOD1 inhibition | GPR55 beta-arrestin | KOR beta-arrestin-2 | Siah-1 displacement | AID2073 | GPR55 antagonists | HIV fusion peptide | KOR beta-arrestin-1 | GPR35 arrestin U2OS
20 | CC[n+]1c(SC)ccc2cc(OC)ccc21 | -6% | -0.3% | -7% | 2% | 4% | 6% | 2.8% | 0.7% | -5%
21 | CC1CCC(NCC(O)c2ccccc2)CC1 (stereo not drawn) | 1% | -0.1% | 8% | 0% | -7% | 0% | -0.3% | -5.9% | 4%
28 | N=Cc1c(O)n(-c2cccc(Cl)c2)c(=O)[nH]c1=O | -11% | 0.2% | 19% | 6% | -4% | 1% | 1.6% | -0.5% | -4%
19 | O=S1(=O)CCN(CCc2c[nH]c3ccccc23)CC1 | -13% | -0.3% | 7% | -1% | 9% | 5% | 0.5% | -2.6% | -9%
23 | COc1ccc(CNCCc2ccc(Cl)cc2Cl)cc1 | 2% | 0.3% | -22% | 5% | 6% | 4% | 2.9% | -0.2% | 11%
16 | CCN(CC)C(=O)c1ccc(NC(=O)c2cccc(F)c2)cc1 | -29% | -0.1% | -4% | 3% | -3% | -2% | 2.2% | -2.7% | 4%
18 | CSc1ccc(C(=O)C2CCCN(Cc3cc4ccccc4[nH]3)C2)cc1 (stereo not drawn) | -27% | 0.3% | -22% | 4% | 9% | 15% | -0.9% | -0.2% | -2%
25 | O=c1[nH]c(=O)n(CCc2ccc(F)cc2)c(O)c1C=NCCCN1CCOCC1 | 8% | 0.3% | 8% | 1% | -8% | 17% | -2.6% | -0.2% | -2%

Continuation:
item | mol | NOD1 inhibition | GPR55 beta-arrestin | KOR beta-arrestin-2 | Siah-1 displacement | AID2073 | GPR55 antagonists | HIV fusion peptide | KOR beta-arrestin-1 | GPR35 arrestin U2OS
31 | Cc1ccc(S(=O)(=O)N(C)c2ccc(C(=O)NCC3(N(C)C)CCCCC3)cc2)cc1 | -37% | -0.1% | -4% | 9% | 2% | 8% | 1.2% | 13% | -2%
32 | [O-][n+]1onc2c1CCC1N(O)CCC21O (stereo not drawn) | -12% | 0.2% | 21% | 2% | -4% | 9% | 0.2% | -2.6% | -1%
33 | CCc1nc(N2CCNCC2)c(C#N)c2c1CSC(C)(C)C2 | -16% | -0.2% | -10% | 0% | -6% | 8% | -1.3% | 12% | -1%
34 | CSc1ccccc1C(=O)C1CCCN(Cc2ccncc2)C1 (stereo not drawn) | 31% | 0.2% | -18% | -11% | 31% | 6% | -2.0% | 5.0% | 14%
35 | CC(NCc1ccccc1Cl)C(O)c1ccccc1 (stereo not drawn) | 0% | -0.1% | -14% | 2% | 3% | -2% | -1.8% | 2.1% | -10%
36 | FC(F)=C(F)CCSc1ncn[nH]1 | -30% | -0.1% | 7%[20 µM] | -2% | -2% | -3% | -0.4% | -0.7% | 3%
37 | CNc1cc(N2CCN(C)CC2)ccc1[N+](=O)[O-] | -24% | -0.2% | 40% | 9% | -1% | 6% | -1.2% | -6.4% | -1%
38 | COc1ccccc1CN1CCCC(C(=O)c2ccccc2OC)C1 (stereo not drawn) | 2% | -0.3% | -17% | -3% | 0% | 13% | 2.4% | 2.2% | 16%
39 | CC(=O)N(C1=NCCCS1)c1ccccc1Cl | 22% | -0.3% | -29% | 0% | -9% | -15% | 0.4% | -0.9% | 7%
40 | Clc1ccccc1C1NCc2ccccc2-n2cccc21 (stereo not drawn) | -3% | 0.7% | -34% | 5% | ? | 16% | -1.0% | -5.1% | -5%
41 | COc1ccccc1/C=C1\C(=O)NC(=S)N(c2ccccc2)C1=O | 1% | -0.1% | -2% | -1% | -2% | 2% | 8.9% | -2.1% | 13%
42 | O=C(CCl)Nc1ccc(Sc2ccc(NC(=O)CCl)cc2)cc1 | 10µM* | -0.2% | 11% | 1% | 2% | 2% | -0.2% | 1.4% | 4%
43 | O=C1C2CCCN2C(c2cccnc2)N1c1nccs1 (stereo not drawn) | -22% | 0.0% | -8% | 1% | -1% | 12% | -0.9% | 1.9% | 5%
44 | Oc1ccc(C(=C(Cl)Cl)c2ccc(O)cc2)cc1 | 1% | -0.1% | 20% | 1% | 13% | 95%* | -2.1% | -3.9% | -12%
45 | COCCN1C(=O)NC(=O)/C(=C\c2ccc(Br)cc2)C1=O | -19% | 0.2% | 15% | -1% | 26% | -2% | 1.4% | 1.8% | 4%
46 | Cc1ccsc1CNCCc1ccccc1F | -18% | 0.2% | -1% | -4% | 2% | -1% | -0.1% | -0.7% | 8%
47 | COc1ccc(NC(=S)NC(NC(=O)CF)C(Cl)(Cl)Cl)c([N+](=O)[O-])c1 (stereo not drawn) | -3% | -0.1% | 19% | 3% | -11% | 18% | 0.9% | -2.2% | -6%

This is a subset (hit frequency here may not be typical).
